Screens as filed in PubChem BioAssay.
CHRM5 antagonist = blocks acetylcholine activation of human M5 receptor. P08912. CHO-hM5 cells, Fluo-8 calcium fluorescence, ACh EC80. inhibition, % at 3 µM. actives 0.59% (n = 360,000);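 active = inhibition above a per-plate cutoff, the mean of that plate's test compounds plus 3 SD, cut at about 27% in these data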;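 also: 0% = acetylcholine EC80 with DMSO and 100% = DMSO without agonist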
Target sequence (P08912 whole entry, looked up): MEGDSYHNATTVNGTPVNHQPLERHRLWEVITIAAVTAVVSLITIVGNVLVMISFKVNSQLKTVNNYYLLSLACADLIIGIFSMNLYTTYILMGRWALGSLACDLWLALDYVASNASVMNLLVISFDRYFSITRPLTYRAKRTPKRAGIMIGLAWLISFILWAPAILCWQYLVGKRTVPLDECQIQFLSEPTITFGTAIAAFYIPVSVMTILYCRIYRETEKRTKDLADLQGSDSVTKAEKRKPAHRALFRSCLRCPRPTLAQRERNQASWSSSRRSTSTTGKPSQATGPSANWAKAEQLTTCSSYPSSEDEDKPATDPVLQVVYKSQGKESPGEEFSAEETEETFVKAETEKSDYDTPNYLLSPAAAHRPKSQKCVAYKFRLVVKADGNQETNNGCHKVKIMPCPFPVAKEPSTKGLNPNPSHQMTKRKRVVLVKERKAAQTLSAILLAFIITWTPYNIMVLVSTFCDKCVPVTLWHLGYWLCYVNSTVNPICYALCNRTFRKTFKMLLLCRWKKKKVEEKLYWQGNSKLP
CHRM4 agonist = CHRM4 agonism in calcium assay | P08173 | CHO-K1 hM4/Gqi5, Fluo-8 calcium fluorescence; vehicle 0%, full acetylcholine response 100% | activation, % at 3 µM | actives 0.14% (n = 360,000);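 active = activation above the run mean over all test wells plus 3 SD, cut at about 32% in these data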;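 also: peak over basal fluorescence ratio per well then scaled between controls; 0% = DMSO wells and 100% = acetylcholine at EC100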
Target sequence (P08173 whole entry, looked up): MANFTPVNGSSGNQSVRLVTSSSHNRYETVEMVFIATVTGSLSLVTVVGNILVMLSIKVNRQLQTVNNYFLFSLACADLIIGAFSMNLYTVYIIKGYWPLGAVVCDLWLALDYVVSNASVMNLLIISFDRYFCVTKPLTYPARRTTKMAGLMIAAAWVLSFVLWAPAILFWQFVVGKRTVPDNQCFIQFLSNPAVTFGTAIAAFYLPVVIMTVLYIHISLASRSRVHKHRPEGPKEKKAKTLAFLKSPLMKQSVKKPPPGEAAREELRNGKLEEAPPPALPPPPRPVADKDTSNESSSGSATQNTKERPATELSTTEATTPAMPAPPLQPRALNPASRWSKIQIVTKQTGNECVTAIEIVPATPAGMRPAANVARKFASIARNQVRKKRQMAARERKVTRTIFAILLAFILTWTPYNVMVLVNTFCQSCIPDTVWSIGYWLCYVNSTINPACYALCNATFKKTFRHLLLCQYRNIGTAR
CRFR2-BP ag = CRF-BP/CRF-R2 complex agonism | activation, % at 13.2 µM | HEK293 CRF-R2/CRF-BP, calcium dye fluorescence (FLIPR); percent of saturating CRF peptide response | actives 0.46% (n = 350,000);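 active = activation of at least 50%, plus an integration ratio under a set limit after plate pattern correction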;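 also: plate controls were neutral control wells without compound for no effect and CRF at EC100 for full effect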
M5 ag = CHRM5 agonism in calcium assay | P08912 | actives 0.19% (n = 360,000) | CHO-K1 hM5 cells, Fluo-8 calcium fluorescence; 0% DMSO wells, 100% maximal acetylcholine response | activation, % at 3 µM;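 active = activation above the run's mean over test compounds plus 3 SD, cut at about 23% in these data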;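 also: signal is peak over basal fluorescence ratio across the kinetic read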
M4 PAM = positive allosteric modulators of human muscarinic M4 receptor; P08173; CHO-K1 hM4/Gqi5, Fluo-8 calcium fluorescence, ACh EC20; 0% = ACh EC20, 100% = maximal ACh; activation, % at 3 µM; actives 0.4% (n = 360,000); AID 624126;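 active = activation above its plate's cutoff, the mean activation of sample wells plus 3 SD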; also: some results filed as inactive read as strong as hits
M5 PAM = positive allosteric modulators of human muscarinic M5 receptor; CHO-K1 hM5, Fluo-8 calcium, ACh EC20 PAM; 0% = ACh EC20, 100% = ACh EC100; actives 0.3% (n = 360,000); activation, % at 3 µM; P08912;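 active = activation above the run cutoff, the mean activation of all test compounds plus 3 SD, cut at about 18% in these data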
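Assay system: CHO-K1 hM5 cells / Incubation: Fluo-8 loading 80 min at 37 °C plus 30 min room temperature / Technique: Fluo-8 calcium dye fluorescence, kinetic read / Repeats: single replicate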
M1 PAM = positive allosteric modulators of human M1 muscarinic receptor; CHO-K1 hM1, Fluo-8 calcium fluorescence, ACh EC20; 0% = ACh EC20, 100% = maximal ACh; activation, % at 3 µM; actives 0.088% (n = 360,000); AID 588819; in the data active = activation above about 19%, passing the limit was not always enough
M4 antag = CHRM4 antagonism in calcium assay | inhibition, % at 3 µM | CHO-hM4 cells, ACh EC80, Fluo-8 calcium fluorescence | P08173 | AID 624125 | actives 0.73% (n = 360,000);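 active = inhibition above its plate's cutoff, the mean inhibition of sample wells plus 3 SD, cut at about 27% in these data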;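 also: 0% = acetylcholine EC80 with DMSO and 100% = DMSO without agonist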
M1 antag = blocks human M1 muscarinic receptor | P11229 | CHO-K1 hM1, Fluo-8 calcium fluorescence, ACh EC80 antagonist | inhibition, % at 3 µM | actives 1.3% (n = 360,000) | AID 588852;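 active = percent inhibition above its own plate's cutoff, namely the mean of that plate's compound wells plus 3 SD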;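 also: peak over basal fluorescence ratio during 140 s after agonist addition; 0% = ACh EC80 plus DMSO and 100% = DMSO alone without agonist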
Numbers without * were called inactive; . = no result given.

Under each structure: CHRM5 antagonist | CHRM4 agonist | CRFR2-BP ag | M5 ag | M4 PAM | M5 PAM | M1 PAM | M4 antag | M1 antag
N#CC1=C(SCC(=O)c2cc3ccccc3oc2=O)NC(=O)C(C#N)C12CCCC2 (stereo unspecified)
  -4 | 6 | 3.0 | 2 | -6 | -6 | -5 | -11 | 2
O=C(NCc1ccccn1)c1ccc(CS(=O)(=O)Cc2ccc(Cl)cc2)o1
  -3 | 3 | 0.1 | 0 | 9 | 5 | 8 | -3 | -20
Cc1nc2c(-c3ccccc3)c(C)[nH]n2c(=O)c1Cc1ccccc1
  5 | 3 | -1.5 | -2 | 3 | -2 | -2 | -9 | -8
Nc1nnc(SCC(=O)NNC(=O)c2ccc([N+](=O)[O-])cc2)s1
  1 | 1 | -1.0 | 5 | 10 | -5 | 2 | -6 | 1
Cc1cc(NC(=O)OC(C)C)ccc1-c1ccc(NC(=O)OC(C)C)cc1C
  -14 | . | 0.9 | -1 | 11 | 14 | 27 | -28 | -19
COCCCNC(=O)c1ccc(N(C)S(C)(=O)=O)cc1
  -1 | 0 | -1.3 | 2 | -3 | 0 | 7 | 4 | -5
Cc1ccc(CNC(=O)c2ccc(N3CCC4(CC3)CC(c3cccc(Br)c3)=NO4)c(N)c2)cc1
  6 | 1 | 2.0 | 0 | 1 | 5 | -7 | -4 | 12
O=C(Nc1ccon1)c1cc(-c2ccccc2)nc2ccccc12
  -4 | 9 | 0.0 | -3 | -5 | -10 | 1 | -14 | -22
CCCCn1c(N)c(N(CCOC)C(=O)CN2C(=O)c3ccccc3C2=O)c(=O)[nH]c1=O
  1 | 1 | 3.1 | -2 | 9 | 0 | -2 | -7 | -14
CC(C)(C)NCc1cc(Cl)ccc1OCc1cccs1
  0 | 7 | 11 | -6 | 12 | -2 | 6 | -17 | -12
CC(C)(C)n1nc2c(c1NC(=O)Cc1ccc([N+](=O)[O-])cc1)CS(=O)(=O)C2
  8 | 1 | -0.6 | 3 | 7 | 1 | -2 | -2 | 8
CC1(C)C(O)=C(c2nc3ccccc3[nH]2)C(=N)N1c1ccccc1
  2 | 5 | -1.2 | 5 | 16 | -7 | 7 | -13 | 7
Cc1ccc(C(=O)NCCNC(=O)c2ccc(C)nc2)cc1
  0 | 1 | 1.3 | 1 | 1 | 8 | 13 | -2 | -6
O=S(=O)(NCc1cccnc1)c1ccc(Cl)nc1
  0 | 0 | 0.5 | 0 | 2 | 7 | 4 | -4 | 6
O=C(c1ccc(Cl)cc1)N1CCCC(C(=O)N2CCc3ccccc3C2)C1 (stereo unspecified)
  1 | 1 | -2.6 | -7 | 12 | 5 | 9 | -9 | -12
COc1ccc(CN2CCC(CNC(=O)NC3CCCCC3)CC2)cc1
  -14 | 0 | -0.7 | -10 | -5 | 6 | 0 | 3 | -4
Cc1ccc(-c2noc(CN3CCN(C(c4ccccc4)c4ccccc4)CC3)n2)cc1
  -3 | -1 | 2.0 | -7 | -4 | -5 | -3 | -5 | 10
CCCN(C(=O)COC(=O)CSc1ccc([N+](=O)[O-])cc1)C1CCS(=O)(=O)C1 (stereo unspecified)
  2 | 2 | 1.1 | 5 | 7 | 4 | 4 | -10 | -6
Cc1ccc(N(C(C)C(=O)N2CCN(Cc3ccccc3)CC2)S(C)(=O)=O)cc1 (stereo unspecified)
  -17 | 3 | -4.3 | 5 | -2 | -1 | 12 | 3 | -24
COc1ccc(COC(=O)c2c(C)nn(-c3ccccc3)c2Cl)cc1
  3 | 0 | 1.2 | -5 | -1 | 3 | 1 | 3 | 0
Cc1ccc(-c2c(C)n([O-])c3c([n+]2=O)CCCCC3)o1
  -9 | 0 | -0.6 | -2 | 9 | 9 | 8 | -8 | -9
Cc1cc(-c2ccc(S(=O)(=O)N3CCN(c4ccc(F)cc4)CC3)s2)on1
  -10 | 1 | 0.9 | 4 | -5 | -4 | -2 | 0 | 3
COc1ccc(C(=O)C2C(c3ccc(-c4ccccc4[N+](=O)[O-])o3)NC(=O)NC2(O)C(F)(F)F)cc1 (stereo unspecified)
  -5 | 3 | -1.2 | 1 | 6 | -2 | 0 | 5 | 8
CNC[C@H](NC[C@@H](NCCCc1ccccc1)c1ccccc1)[C@H](C)O
  3 | 2 | -0.8 | -1 | 3 | 2 | 2 | 5 | -3
CCn1c(COc2cccc(OC)c2)nnc1SCC(=O)Nc1ccccc1C(=O)OC
  -4 | 3 | -0.5 | 0 | -5 | -2 | 5 | 1 | -6
Cc1ccc(S(=O)(=O)NCCSc2nnnn2-c2ccc(C(N)=O)cc2)cc1
  4 | 2 | -1.1 | 0 | -1 | -11 | 4 | -12 | -7
Cc1ccc(-c2csc(NC(=O)c3ccco3)n2)cc1C
  8 | 1 | -2.2 | 26* | 1 | 6 | 5 | 6 | -9
CN(C)c1ccc(/C=C2\C(=N)N3N=C(CC(=O)N4CCCC4)SC3=NC2=O)cc1Br
  4 | 1 | 0.3 | -2 | -2 | -4 | 1 | 3 | -1
O=C(O)c1cccc2[nH]c(C(F)(F)F)nc12
  -11 | 1 | -3.5 | 1 | 1 | 7 | 2 | -6 | 3
CC1CN(C(=O)C2CCCCC2)C(C)CN1C(=O)C1CCCCC1 (stereo unspecified)
  1 | 1 | 2.3 | -1 | -4 | 0 | 2 | 3 | -6

Three neighbouring entries from above:
Under each structure: CHRM5 antagonist | CHRM4 agonist | CRFR2-BP ag | M5 ag | M4 PAM | M5 PAM | M1 PAM | M4 antag | M1 antag
N#CC1=C(SCC(=O)c2cc3ccccc3oc2=O)NC(=O)C(C#N)C12CCCC2 (stereo unspecified)
  -4 | 6 | 3.0 | 2 | -6 | -6 | -5 | -11 | 2
O=C(NCc1ccccn1)c1ccc(CS(=O)(=O)Cc2ccc(Cl)cc2)o1
  -3 | 3 | 0.1 | 0 | 9 | 5 | 8 | -3 | -20
Cc1nc2c(-c3ccccc3)c(C)[nH]n2c(=O)c1Cc1ccccc1
  5 | 3 | -1.5 | -2 | 3 | -2 | -2 | -9 | -8

Continued.
Under each structure: CHRM5 antagonist | CHRM4 agonist | CRFR2-BP ag | M5 ag | M4 PAM | M5 PAM | M1 PAM | M4 antag | M1 antag
CC1CCCCC1NC(=O)c1ccc(NC2=NC3CS(=O)(=O)CC3S2)cc1 (stereo unspecified)
  10 | 0 | 1.6 | 0 | 10 | 3 | 5 | 2 | -6
O=C(O)/C=C/C(=O)Nc1ccc(Oc2ccccc2)cc1
  -2 | 0 | -0.4 | -1 | -1 | 5 | 8 | -5 | -21
COCCNC(=S)Nc1cc(OC)c(NC(=O)c2ccco2)cc1OC
  3 | 1 | -5.5 | -1 | 3 | -1 | 9 | 1 | -5
COc1ccc2c(c1)CCCC21NC(=O)NC1=O (stereo unspecified)
  1 | 1 | 2.8 | -3 | 6 | 0 | 7 | 0 | -5
COc1ccc(S(=O)(=O)N(C)C)cc1NC(=O)[C@H](Cc1ccccc1)N1C(=O)c2ccccc2C1=O
  -4 | 5 | 2.0 | -6 | -21 | -6 | -20 | 22 | 25
O=S1(=O)CC(N2CCN(CCO)CC2)CN1CCc1ccccc1 (stereo unspecified)
  7 | 0 | . | 1 | 5 | -1 | 9 | 0 | 2
NNC(=S)Nc1cccc(-c2n[nH]c(=S)o2)c1
  -5 | 1 | -5.4 | 2 | -2 | 8 | 17 | 5 | -4
O=C(NCCc1ccc2c(c1)OCCO2)c1cccc(F)c1
  -7 | 12 | 0.4 | 7 | -10 | -2 | -3 | -7 | 3
COc1cc(C(=O)Nc2nc(-c3ccc(Cl)cc3)c(C)s2)ccc1OCC(=O)Nc1ccc(F)cc1
  4 | 2 | 0.9 | -2 | -5 | -2 | 7 | -7 | -6
Cc1cccc(Nc2ncc3c(n2)CC(C)CC3=O)c1 (stereo unspecified)
  -9 | 1 | -1.1 | -5 | 11 | 2 | 2 | -11 | -24
COc1ccc(NC(=O)O/N=C/c2ccc(N(C)C)cc2)cc1
  4 | 1 | -6.4 | -4 | 1 | 0 | 11 | 4 | -23
CC(C)C[C@H]1CNC(=S)N1C[C@H]1CCCN1C[C@H](CC(C)C)N1C[C@H](Cc2ccc(O)cc2)N(CCc2ccccc2)C1=S
  -7 | -1 | . | -2 | -4 | 9 | 0 | -11 | 0
COc1cc2cc(-c3ccc(OC)c(OC)c3C)nc(N)c2cc1OC
  -7 | 1 | 0.1 | 3 | -5 | 15 | 8 | 4 | -9
C=CCNC(=O)NC(=O)COC(=O)/C(C#N)=C/c1cc(C)n(CC(C)C)c1C
  -5 | 1 | -1.1 | 3 | -1 | -2 | 1 | -6 | -7
O=S(=O)(Cc1cc(-c2ccccc2Cl)no1)c1ccccc1
  7 | 1 | 0.5 | -1 | -5 | -1 | 0 | 8 | -1
CCCC(CNC(C)=O)(C1=CCCCC1)c1ccccc1 (stereo unspecified)
  2 | -1 | -0.9 | -2 | -2 | -1 | -1 | -3 | -6
CCOC(=O)C1=C(COC(=O)COc2ccc(C(=O)CC)cc2)NC(=O)NC1C (stereo unspecified)
  14 | 17 | -1.4 | 6 | -6 | -22 | -9 | -6 | 13
COCCn1c(Cc2ccccc2)nnc1SCC(=O)Nc1cc(C)on1
  -4 | -1 | 0.4 | 2 | 6 | 5 | 7 | -6 | -11
COc1ccc(Br)cc1C(=O)NC(=S)Nc1ccc(CN2CCOCC2)cc1
  13 | 8 | 1.7 | -8 | -13 | -17 | -17 | -2 | 32*
O=C(c1ccco1)N1CCN(S(=O)(=O)c2ccc(Cl)s2)CC1
  2 | 2 | -1.8 | -1 | 2 | -6 | 7 | -17 | -9
CC(C)c1ccccc1NC(=O)COC(=O)CNC(=O)c1ccc(Br)cc1
  2 | 0 | -1.1 | -2 | 6 | -2 | -2 | -4 | 3
Cc1cc(Cl)c(OCCCN(C)C)c(Br)c1
  1 | 2 | -1.5 | -9 | -3 | -1 | 0 | -6 | -4
CSc1ncccc1C(=O)OCC(=O)N1CCN(S(=O)(=O)c2ccc(C)cc2C)CC1
  5 | 2 | 0.1 | 1 | 8 | -4 | 2 | -7 | -2
COc1ccc(-n2c(SCC(=O)Nc3ccccc3)nc(O)cc2=O)cc1
  1 | 0 | 0.7 | 0 | 2 | 0 | 9 | -1 | -11
CCC(CO)NC(=O)c1ccc(-c2nn(C)c(=O)c3ccccc23)cc1 (stereo unspecified)
  5 | 1 | -0.4 | 1 | 0 | -2 | 7 | 2 | -5
O=C(CCNC(=O)c1ccccc1Cl)Nc1cccc(S(=O)(=O)N2CCCCC2)c1
  5 | 3 | -1.0 | -5 | 2 | 4 | 2 | 0 | -3
O=C(COC(=O)c1ccccc1O)Nc1cccc(S(=O)(=O)NC2=NCCCCC2)c1
  -4 | 4 | -1.8 | 2 | -14 | -4 | 3 | 9 | -4
Cc1cccc(OC(=O)c2ccc3c(=O)n4c(nc3c2)CCC4)c1
  3 | 10 | -1.4 | 6 | 3 | -4 | 11 | -9 | -18
CCOc1ccc(/C=C/C(=O)NCc2ccccc2)cc1
  0 | 1 | -2.7 | -6 | 10 | 0 | 13 | -14 | -13
Cc1onc(-c2ccc(Cl)cc2)c1-c1ccnc(SCC(=O)Nc2ccc(C(C)C)cc2)n1
  7 | 7 | 0.1 | -2 | -7 | -5 | -5 | -4 | 2
